Compound activity as filed in PubChem.
Giardia FBPA inh: Giardia lamblia aldolase inhibition; Potency, µM (series often up to 59.6 µM), for the others: top-dose activity, negative = inhibition, most hits filed as inhibitors; purified Giardia FBPA; AID 2451; 0.71% of 290,000 active; note: potency is the fitted concentration of half-maximal effect; nearly all actives have a fitted effect of over 55% in size
Target sequence (A8B2U2 whole entry, looked up): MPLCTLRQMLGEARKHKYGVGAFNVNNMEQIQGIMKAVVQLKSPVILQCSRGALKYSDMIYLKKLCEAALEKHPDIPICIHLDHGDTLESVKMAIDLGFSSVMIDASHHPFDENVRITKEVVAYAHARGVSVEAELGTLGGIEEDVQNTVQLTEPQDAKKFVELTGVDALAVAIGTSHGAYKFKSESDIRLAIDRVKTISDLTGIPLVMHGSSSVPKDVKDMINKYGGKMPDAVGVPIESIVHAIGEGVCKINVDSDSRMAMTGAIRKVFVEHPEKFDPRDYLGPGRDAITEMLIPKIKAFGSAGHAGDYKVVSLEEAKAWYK
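Giardia FBPA (40 nM reagent) was preincubated 10 min at RT with compound (up to 57.5 uM final), then substrate plus GAPDH/TPI/NAD/arsenate coupling system with diaphorase/resazurin was added; resorufin fluorescence (525/598 nm) was read after 20 min.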
Sm TGR block: S. mansoni TGR enzyme inhibition; Q962Y6; Potency, µM (top dose mostly 114 µM), for inactives: top-dose activity change, negative = inhibition, hits mostly inhibitors; purified TGR, DTNB reduction, TNB absorbance 405 nm; 3% of 360,000 active; note: potency is the fitted concentration of half-maximal effect; nearly all actives have a fitted effect of over 60% in size
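First, TGR (20 nM dispensed) and NADPH were mixed with compound. Second, a 15 min room-temperature incubation followed. Third, further NADPH and then DTNB were added to start the reaction. Finally, TNB absorbance was monitored kinetically.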
AMA1-RON2 inh: AMA1-RON2 (P. falciparum) interaction inhibition; AID 720542; Potency, µM (series often up to 58.2 µM), for inactives: at the top dose activity change, negative = inhibition, usual class: inhibitors; AlphaScreen AMA1-biotinylated RON2 peptide binding; 0.2% of 360,000 active;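 note: potency is the fitted concentration of half-maximal effect; 0% = vehicle wells and -100% = peptide control; nearly all actives have a fitted effect of over 45% in size; some results filed as inactive show a strong effect at the top dose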
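AMA1 (3D7) with his tag at 25 nM final met compounds first, then biotinylated RON2 peptide at 25 nM; detection used donor plus acceptor beads, 10 µg/mL apiece, read by AlphaScreen after 30 min at room temperature.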
AmpC inh detg: inhibitors of E. coli AmpC beta-lactamase with detergent | P00811 | AmpC hydrolysis of nitrocefin, absorbance 480 nm, 0.01% Triton | Potency, µM (highest dose often 114 µM), without a hit: top-dose activity change, negative = inhibition, usual class: inhibitors | 0.041% of 370,000 active;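 note: potency is the fitted concentration of half-maximal effect; 0% = no-compound wells and -100% = no-enzyme wells; nearly all actives have a fitted effect of over 25% in size; some results filed as inactive show a strong effect at the top dose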
Target sequence (P00811 whole entry, looked up): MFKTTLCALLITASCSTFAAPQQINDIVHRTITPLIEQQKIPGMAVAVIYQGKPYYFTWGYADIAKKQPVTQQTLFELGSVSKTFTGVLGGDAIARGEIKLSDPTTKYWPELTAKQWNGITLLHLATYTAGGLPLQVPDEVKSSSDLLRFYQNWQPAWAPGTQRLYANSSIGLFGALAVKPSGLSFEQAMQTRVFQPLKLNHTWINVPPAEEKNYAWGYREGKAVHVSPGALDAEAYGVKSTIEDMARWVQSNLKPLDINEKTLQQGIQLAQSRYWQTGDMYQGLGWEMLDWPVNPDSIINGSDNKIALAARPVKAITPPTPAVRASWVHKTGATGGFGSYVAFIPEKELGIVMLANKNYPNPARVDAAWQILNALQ
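20 mM phosphate pH 7.0 + 0.01% (detergent screen) or 0.0001% Triton X-100; 5.3 nM AmpC reagent; cpd preinc 15 min RT; nitrocefin (800 uM stock) to start; A480 q20 s × 4 min; Activity was normalised to no-enzyme and no-compound control wells.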
AmpC inh no detg: blocks E. coli AmpC beta-lactamase in detergent-free assay | 0.52% of 330,000 active | AmpC nitrocefin hydrolysis, absorbance 480 nm, 0.0001% Triton | AID 485341 | Potency, µM (top dose mostly 57.1 µM), for the others: at the top dose activity change, negative = inhibition, actives largely listed as inhibitors;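 note: potency is the fitted concentration of half-maximal effect; plate controls were no compound for no effect and no enzyme for full effect; nearly all actives have a fitted effect of over 20% in size; some results filed as inactive show a strong effect at the top dose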
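20 mM phosphate pH 7.0 + 0.01% (detergent screen) or 0.0001% Triton X-100; 5.3 nM AmpC reagent; cpd preinc 15 min RT; nitrocefin (800 uM stock) to start; A480 q20 s × 4 min; Activity was normalised to no-enzyme and no-compound control wells.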
HCMV inh: blocks human cytomegalovirus replication. HFF cells, HCMV-luciferase reporter, 72 h; stronger effect = lower value. activity change, negative = inhibition, % at 57.5 µM. 4.5% of 410,000 active; in the data active = activity change below about -60%; inconclusive = no clear call, values can overlap the other calls; inactive = above about -39%
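Two compound doses tested in HFFs infected with HCMV-luciferase, MOI 1 PFU/cell, 72 h at 37C. Lysate luminescence read with OneGlo; data normalized against buffer-only and 10uM Salinomycin inhibitor controls.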
The depositor's hits bear a star; ? = inconclusive; nt = not tested or not shown; & = joins results of further samples; [ ] = dose if it differs, or a comment. Unless noted, calls come from the whole dose curve; as a rule, active = well fitted curve in the direction sought with a large enough effect; inconclusive = small, poorly fitted or top-dose-only effect, or another doubt; inactive = no such curve, though single readings can be large; an effect the other way counts as inactive or inconclusive. Unless noted, % is set by controls: 0 for no effect and ±100 for the full control effect.

cpd | SMILES | AmpC inh no detg | HCMV inh | Sm TGR block | AMA1-RON2 inh | Giardia FBPA inh | AmpC inh detg
1 | COc1ccc(OC)c(CN2CCCC(CO)C2)c1 (stereo unspecified) | -12.6% | -31.7 | 0.0% | -9.2% | -8.7% | 3.9%
2 | O=C(c1cnn2c(C(F)F)cc(-c3ccccc3)nc12)N1CCSCC1 | -17.3% | -15.8 | -9.2% | 0.9% | 1.8% | -5.4%
3 | Cn1cc(C(=O)OCC(=O)N2CCCC2)c2ccccc21 | -12.3% | ? | 1.5% | -5.0%[11.6 µM] | nt | -12.9%
4 | O=S(NC1CCCCC1)C12CC3CC(CC(C3)C1)C2 (stereo unspecified) | 47.6% | -14.4 | 11.9%[11.4 µM] | -4.8% | 6.7% | -9.3%
5 | CCN1CCN(S(=O)(=O)c2cccc3nsnc23)CC1 | -9.7% | ? | 0.7% | 2.4% | 4.8% | -3.0%
6 | Nc1nnc(N2CCc3ccccc32)s1 | -10.2% | 27.8 | -4.9% | -8.5% | -3.2% | -5.7%
7 | Cc1ccc(C)c(NC(=O)c2cccc(Oc3ccc([N+](=O)[O-])cc3Cl)c2)c1 | -36.1% | ? | -5.3% | -29.0% | -1.3% | -11.6%
8 | Cc1cc(Nc2ccccc2)nc(-c2ccccc2O)n1 | -52.9% | -5.1 | -6.9% | 3.9% | -7.0% | ?
9 | O=C(CN1C(=O)C2C3C=CC(C3)C2C1=O)Nc1nc(SCc2ccc(Cl)cc2)n[nH]1 (stereo unspecified) | -9.7% | 56.4 | -16.8% | 88.9%[activator] | 4.3% | ?
10 | COc1ccc(N2CCN(C(=O)c3ccc(NS(=O)(=O)c4ccc(F)cc4)cc3)CC2)cc1 | -9.9% | 8.6 | 3.7% | -9.5% | -3.1% | ?
11 | O=C(CN1CCC(C(O)(c2ccccc2)c2ccccc2)CC1)Nc1cc(Cl)ccc1Cl | 1.7% | 55.1 | 12.8% | 7.9% | 11.8% | -5.0%
12 | CC(C)N1CC2(c3ccccc3)CN(C(C)C)CC(c3ccccc3)(C1)C2=O | -34.7% | -4.6 | 6.1% | -13.1% | 5.0% | ?
13 | c1cnc2c(OCc3cn4cccnc4n3)cccc2c1 | 2.1% | -3.8 | -6.9% | -15.8% | -4.7% | 0.1%
14 | Cc1cccc(NC(=O)CSc2nnc(CNC(=O)c3ccc(S(=O)(=O)N(C)C)cc3)n2-c2cccc(C)c2)c1 | 135.5%[activator] | -14.1 | -0.3% | 0.2% | 3.6% | -3.6%
15 | CC1CCN(S(=O)(=O)c2cc(C(=O)N3CCN(c4ncccn4)CC3)ccc2Br)CC1 | 124.1%[activator] | -64.1* | 4.8% | -14.4% | -0.2% | -8.6%
16 | CCc1ccc2[nH]c(=O)c(CN(Cc3ccccc3OC)Cc3nnnn3Cc3ccco3)cc2c1 | -0.4% | 5.2 | ? | -10.3% | -2.5% | ?
17 | C=C(C)c1cccc(C(C)(C)NC(=O)NC(c2ccccc2)c2ccc(OC)cc2)c1 (stereo unspecified) | -38.6% | 22.5 | 1.5% | 4.0%[11.6 µM] | 0.1% | -3.7%
18 | CCCCC(=O)Nc1ccc(NC(=O)c2ccccc2OC)cn1 | -0.4% | -5.0 | -0.7% | -9.7% | -4.8% | 9.5%
19 | CSCCC(NC(=O)COc1ccccc1)C(=O)N1CCN(c2ccccc2)CC1 (stereo unspecified) | 3.6% | -32.3 | -7.8% | -9.2% | nt | 4.4%
20 | COc1ccccc1/C=N/NC(=O)c1cccc(NC(=O)c2ccccc2Cl)c1 | -27.3% | -34.6 | -4.2% | -2.2% | 0.9% | -0.3%
21 | Fc1ccccc1CNCc1ccc2c(c1)OCO2 | -18.7% | 42.4 | -1.7% | -2.6% | -17.7% | -11.6%
22 | CCOc1ccc(OCC)c(NS(=O)(=O)c2c(C(=O)N3CCCCCC3)c(C)n(C)c2C)c1 | nt | -0.9 | -7.3% | nt | nt | -5.7%
23 | CCCCCCCCOc1ccc(C(=O)O)cc1 | -11.9% | 17.9 | 1.6% | -0.3% | nt | -0.2%
24 | Cc1ccccc1S(=O)(=O)Cc1ccc(C(=O)NC2CCC(C)CC2)o1 (stereo unspecified) | 1.1% | -5.3&-14.6 | -15.1%&-14.4% | -7.3% | -8.8% | 3.5%&-4.4%
25 | COC(=O)c1ccc(C2C(Oc3ccccc3C)C(=O)N2CCc2ccc(OC)c(OC)c2)cc1 (stereo unspecified) | 47.2% | -9.3 | 7.9% | -4.2% | 4.8% | 11.4%
26 | Cc1cc(=O)oc2cc(OCC(=O)N3CCN(C(C)c4ccccc4)CC3)c(Cl)cc12 (stereo unspecified) | 145.6%[activator] | -4.1 | -1.1% | -4.3% | nt | -4.9%
27 | COc1cc(NC(=O)CCn2c(=O)[nH]c3ccsc3c2=O)cc(OC)c1 | -14.5% | -0.2 | -2.4% | 1.1% | -2.7% | -1.2%
28 | CCOc1ccc2nc(NC(=O)c3nc(SCc4ccccc4C)ncc3Cl)sc2c1 | nt | -11.4 | 0.0% | nt | nt | 12.7%
29 | CS(=O)(=O)c1ccc(C(=O)NCC2(N3CCOCC3)CCCCC2)cc1 | -15.2% | -18.7 | nt | -0.5% | nt | nt
30 | COc1ccc(NC(=O)CSc2nnnn2C2CC3C=CC2C3)cc1 (stereo unspecified) | -21.2% | -9.2 | -2.6% | -14.6% | nt | -2.3%
31 | Cc1ccc(S(=O)(=O)c2nc(Nc3ccccc3N3CCOCC3)sc2Cl)cc1 | 32.5% | -34.1 | -18.0% | -13.0% | nt | -7.1%
32 | CN1C2CCC1C(C(=O)O)C(OC(=O)c1ccccc1)C2 (stereo unspecified) | -9.1% | -9.5 | nt | 8.5% | nt | nt
33 | Cc1cc(=O)[nH]c(SCc2cc(=O)n3nc(C)sc3n2)n1 | -4.0% | 17.7 | -4.0% | -4.7% | -9.6% | ?
34 | CC1=C(C(=O)Nc2ccccc2C(=O)NCCCOC(C)C)SCCO1 | -0.7% | -25.7 | 23.0% | 8.4% | 7.9% | -6.4%
35 | Cc1cc(C)c(C(=O)CN2C(=O)NC3(CCCCCC3)C2=O)cc1C | -18.4% | -2.2 | -3.5% | ? | 2.3% | -2.2%
36 | O=C(C1CCN(C2CCN(Cc3ccc4c(c3)CCO4)CC2)CC1)N1CCOCC1 | -17.9% | -17.9 | -18.1% | 3.0% | -3.4% | 6.5%
37 | COc1cccc(-n2c(/C=C/c3ccccn3)nc3ccccc3c2=O)c1 | -9.8% | ? | 3.2% | -5.9% | 1.9% | 8.6%
38 | Cc1ccc(-n2nc(C(=O)NCCc3cccc(C)c3)c3c4ccccc4n(C)c3c2=O)cc1 | nt | 14.4 | 3.2% | nt | nt | -0.1%
39 | COc1ccccc1N1CCN(C(=O)c2cc(-c3ccc(F)cc3)on2)CC1 | -13.5% | 5.8&4.3 | 12.0%&-2.1% | -1.4% | -4.1% | -7.4%&4.0%
40 | Cc1ccc2c(c1)N(CC(=O)NC1CCCCC1C)C(=O)CO2 (stereo unspecified) | -3.2% | -12.6 | -24.7% | -9.6% | -0.6% | -5.4%
41 | CCCCC1=CC2=C(c3ccco3)C(=O)C(C)(OC(=O)c3ccc(OC)cc3)C(=O)C2=CN1Cc1ccccc1 (stereo unspecified) | -2.1% | 3.4 | 5.7% | -4.5% | ? | -2.8%
42 | CC(NC(=O)CCc1cn(Cc2ccccc2Cl)c2ccccc12)c1ccccc1 (stereo unspecified) | nt | -11.3 | 9.8% | nt | nt | 17.0%
43 | O=C(Nc1cccc(S(=O)(=O)NC2=NCCC2)c1)c1ccc(F)cc1 | -8.3% | ? | nt | -3.4% | nt | nt
44 | O=C(CN1c2cccc3cccc(c23)S1(=O)=O)Nc1ccc(F)c(F)c1F | -51.8% | 6.5 | nt | 3.0% | nt | nt
45 | COc1c(Cl)cc(Cl)cc1/C=C(\C#N)c1nc2ccccc2[nH]1 | nt | -18.7 | 6.8% | nt | nt | -5.2%
46 | CC1CCCC(NC(=O)CC2Nc3ccccc3NC2=O)C1C (stereo unspecified) | -15.7% | -5.1 | -8.7% | -7.9% | -1.3% | -8.1%
47 | O=C(NCC1COc2ccccc2O1)c1cccc(S(=O)(=O)NCc2ccccc2)c1 (stereo unspecified) | -33.0% | -13.3 | -3.4% | 9.6% | nt | -6.5%
48 | O=c1cc(O)n(-c2ccc(F)cc2)c(=S)[nH]1 | -31.8% | -16.1 | ? | 32.6%[activator] | -12.7% | 8.9%
49 | COc1cc(Nc2nn(-c3ccc(OC(F)(F)F)cc3)nc2C(C)=O)cc(OC)c1 | nt | -24.4 | 6.4% | nt | nt | 23.3%
50 | CC1(C)CC(=O)c2cnc3nc4ccccc4n3c2C1 | -1.2% | -18.2 | 10.0% | -13.2% | -2.5% | 0.0%

Reprinted from the part before: three compounds, then new ones.
cpd | SMILES | AmpC inh no detg | HCMV inh | Sm TGR block | AMA1-RON2 inh | Giardia FBPA inh | AmpC inh detg
48 | O=c1cc(O)n(-c2ccc(F)cc2)c(=S)[nH]1 | -31.8% | -16.1 | ? | 32.6%[activator] | -12.7% | 8.9%
49 | COc1cc(Nc2nn(-c3ccc(OC(F)(F)F)cc3)nc2C(C)=O)cc(OC)c1 | nt | -24.4 | 6.4% | nt | nt | 23.3%
50 | CC1(C)CC(=O)c2cnc3nc4ccccc4n3c2C1 | -1.2% | -18.2 | 10.0% | -13.2% | -2.5% | 0.0%
51 | COc1cc2ccccc2cc1C(=O)N1CCCC1 | 17.4% | -4.7 | 4.5% | -3.0% | nt | -5.0%
52 | Cc1cc(/C=c2/sc3nc4ccccc4n3c2=O)c(C)n1-c1ccccn1 | -18.9% | -101.3* | -6.2% | -2.1% | -6.6% | -12.0%
53 | Clc1ccc2oc(-c3ccccc3)nc2c1 | -6.3% | 84.7 | 1.4% | -0.2% | -7.9% | -11.1%
54 | CC(C)CN1CCN(Cc2ccc(C(F)(F)F)cc2)CC1CCO (stereo unspecified) | 22.3% | 38.0 | 2.4% | -17.7% | 0.2% | 0.6%
55 | O=C(NC1CCS(=O)(=O)C1)N1CCCCC1 (stereo unspecified) | -12.1% | 14.9 | -24.5% | 13.1% | 3.6% | ?
56 | O=C(Cn1cc([N+](=O)[O-])cn1)N1CCc2ccccc21 | -27.9% | 46.3 | -23.7% | 0.8% | -0.3% | -5.0%
57 | CCCCc1nn2c(=O)cc(COC(=O)c3cccc(Cl)c3)nc2s1 | nt | 2.8 | -0.3% | nt | nt | -7.9%
58 | CC(NC(=O)CN1C(=O)NC2(CCc3ccccc32)C1=O)c1ccc2c(c1)OCCO2 (stereo unspecified) | -16.2% | -8.6 | -1.8% | -2.2% | nt | -20.5%
59 | CC(C)c1ccc(N(CC(=O)NCc2cccnc2)S(=O)(=O)c2ccccc2)cc1 | 59.2% | ? | -13.9% | -2.3% | 7.7% | -2.0%
60 | CC(=O)N/C(=C\c1ccccc1)C(=O)NCc1ccc2c(c1)OCO2 | -14.7% | -11.7 | 27.2% | 0.7% | -0.3% | -2.1%
